Compound activity deposited in PubChem by Broad Institute.
PGC1a acetyl inh: modulators of PGC1a acetylation; U2OS PGC1a acetylation, AlphaScreen anti-acetyl-lysine; with virally co-expressed GCN5 acetyltransferase; inhibition, % at 15.6 µM; 0.17% of 350,000 active; AID 651687;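 active means every replicate shows inhibition of at least 40%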;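 further: 0% = neutral control wells and 100% = positive control wells; some results beyond the cut were filed as inactive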
FN deposition inh: fibronectin deposition inhibition | AH1F fibroblasts, Alexa488-fibronectin deposition fluorescence, overnight | inhibition, % at 12.6 µM | 0.086% of 350,000 active;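 active means mean inhibition across replicates of 30% or more, regardless of how many single replicates reach that level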;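 further: positive control wells lacked labelled fibronectin entirely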
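Schedule: 1 h cell adhesion before compound, then overnight fibronectin incubation; test system: AH1F fibroblast monolayer depositing Alexa488-labelled fibronectin into matrix; quantity: 10000 AH1F cells per well; probe or stimulus: fluorescent fibronectin at 24 nM final; signal: fluorescence, ex 485 nm, em 525 nm; evaluation: percent inhibition as loss of matrix-bound fibronectin fluorescence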
PAX8 inh HTS: lowers PAX8-driven luciferase in RMG-I cells; 1.2% of 360,000 active; RMG-I TPO-luciferase reporter, SteadyGlo, 24 h; inhibition, % at 12.6 µM; AID 652154;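 active means mean replicate inhibition at least 60% with every replicate also reaching 60%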;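 further: luciferase light reporting Pax8 driven TPO promoter activity; plate controls were median of neutral control wells for no effect and mitoxantrone controls for full effect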
PglD DTNB: PglD (C. jejuni) enzyme inhibition; inhibition, % at 12.5 µM; 0.098% of 360,000 active; purified PglD enzyme, DTNB colorimetric CoA detection; in the data active means inhibition above about 16%, passing the limit was not always enough; further: strong numbers were not always called active
EWS-Fli block: EWS/Fli transcriptional activity inhibition; A673 NR0B1-luciferase reporter, viability-normalised; inhibition, % at 12.6 µM; 0.67% of 350,000 active;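 active means mean inhibition of at least 50% after viability correction, with every replicate also passing that limit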;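 further: firefly luciferase signal divided by Alamar Blue viability fluorescence both relative to DMSO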
LGR2 antag: inhibitors of bursicon-induced Drosophila LGR2 receptor cAMP signaling; HEK293 LGR2, CRE-luciferase, bursicon-stimulated, 4 h; inhibition, % at 9.99 µM; 0.35% of 380,000 active;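 active means drop in luminescence signal, shown as inhibition above about 50% in the replicate tests, limit read from the data, passing the limit was not always enough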;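 further: agonist challenge used bursicon conditioned medium at about half maximal strength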
S100A4 MyoIIA: S100A4-myosin IIA interaction inhibition; P26447; S100A4/TAMRA-MyoIIA peptide fluorescence polarization; inhibition, % at 10.7 µM; 0.14% of 360,000 active; AID 652163;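 active means mean inhibition of at least 70% across replicates, with every replicate also reaching that level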
Target sequence (P26447 whole entry, looked up): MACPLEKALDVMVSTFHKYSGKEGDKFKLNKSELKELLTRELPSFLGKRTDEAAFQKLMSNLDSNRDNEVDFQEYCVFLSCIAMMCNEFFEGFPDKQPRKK
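Compound dosing: one dose per compound; test system: human S100A4 monomer with TAMRA-labelled myosin IIA peptide; probe or stimulus: TAMRA-labelled myosin IIA heavy-chain peptide probe, 5 nM; medium: HEPES buffer with Ca2+, pH 7.2; schedule: 5 min incubation before reading; benchmarks: neutral control DMSO, positive control TFP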
ERAP1 HTS inh: ERAP1 (human) enzyme inhibition | Q9NZ08 | recombinant ERAP1, Leu-AMC fluorescence, 60 min | inhibition, % at 10.7 µM | 0.15% of 340,000 active | AID 652197;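 active means mean replicate inhibition of at least 30%, or all replicates individually reaching that 30% level; inactive means mean below 30% and not every replicate reaching it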;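 further: 0% = neutral control wells and 100% = L-leucinethiol positive control wells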
Target sequence (Q9NZ08 whole entry, looked up): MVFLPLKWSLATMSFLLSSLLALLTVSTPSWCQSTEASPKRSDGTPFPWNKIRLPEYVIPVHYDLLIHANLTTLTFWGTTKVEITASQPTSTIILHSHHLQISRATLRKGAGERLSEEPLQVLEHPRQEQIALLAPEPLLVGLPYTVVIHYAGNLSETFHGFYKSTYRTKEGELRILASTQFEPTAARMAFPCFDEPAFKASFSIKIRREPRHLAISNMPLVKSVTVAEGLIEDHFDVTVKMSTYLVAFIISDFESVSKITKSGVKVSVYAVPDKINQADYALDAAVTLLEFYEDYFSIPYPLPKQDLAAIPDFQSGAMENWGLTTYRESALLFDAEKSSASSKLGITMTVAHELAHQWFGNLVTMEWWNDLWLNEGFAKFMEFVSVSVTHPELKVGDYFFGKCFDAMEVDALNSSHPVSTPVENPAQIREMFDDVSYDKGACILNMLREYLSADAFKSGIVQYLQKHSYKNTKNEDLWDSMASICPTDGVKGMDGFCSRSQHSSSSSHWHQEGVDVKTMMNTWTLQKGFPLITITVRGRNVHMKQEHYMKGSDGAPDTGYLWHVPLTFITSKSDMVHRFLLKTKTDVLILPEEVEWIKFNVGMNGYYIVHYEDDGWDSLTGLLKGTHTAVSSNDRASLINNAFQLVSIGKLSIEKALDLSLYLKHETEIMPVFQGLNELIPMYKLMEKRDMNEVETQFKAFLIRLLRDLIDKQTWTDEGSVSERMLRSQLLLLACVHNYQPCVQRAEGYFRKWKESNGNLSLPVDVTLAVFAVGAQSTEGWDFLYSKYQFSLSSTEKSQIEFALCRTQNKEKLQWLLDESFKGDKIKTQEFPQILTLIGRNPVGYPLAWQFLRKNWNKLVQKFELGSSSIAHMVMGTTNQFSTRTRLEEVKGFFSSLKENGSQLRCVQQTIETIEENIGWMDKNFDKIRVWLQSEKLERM
An asterisk follows results filed as active; . = no result given; & = joins results of further samples. No enrichment for hits. Share with any hit: about 2.1%.

SMILES	PGC1a acetyl inh	FN deposition inh	PAX8 inh HTS	PglD DTNB	EWS-Fli block	LGR2 antag	S100A4 MyoIIA	ERAP1 HTS inh
Cc1ccccc1-c1ccc([C@H]2[C@H](CO)N3C(=O)CN(C(=O)Nc4cccc(F)c4)C[C@@H]23)cc1	-10	2	.	.	41	-19	7	4
Nc1ccc(-c2nc3ccc(C(=O)O)cc3s2)cc1	.	-6	103*	.	84*	102*	-4	-278
COc1ccccc1-c1ccc2n(c1=O)C[C@@H]1[C@@H](CO)[C@H](C(=O)N3CCN(C)CC3)[C@H]2N1CC1CC1	.	.	-1	-3	-7	-2	-2	1
Cc1c([N+](=O)[O-])cc(C(=O)Nc2ccc3ncccc3c2)cc1[N+](=O)[O-]	-11	-2	-2	-10	5	-8	-3	1
O=C(Nc1ccc(Cl)cc1)OCC12COCN1COC2	.	.	-42	.	-36	0	24	-1
C[C@@H]1CN([C@H](C)CO)C(=O)Cc2cc(NC(=O)Nc3ccc4c(c3)OCO4)ccc2O[C@@H]1CN(C)Cc1ccccc1	-15	.	15	1	-35	-11	18	0
O=C(C[C@H]1CC[C@H]2[C@@H](COC[C@@H](O)CN2C(=O)Nc2cccc(Cl)c2)O1)NCC1CCCCC1	-2	0	-25	-4	-13	7	15	1
O=C(C[C@@H]1C[C@@H]2c3cc(NS(=O)(=O)c4ccccc4)ccc3O[C@@H]2[C@H](CO)O1)NC1CCCC1	2	-2	.	-3	-6	7	17	0
Cc1cc(SCc2cc(=O)n3ccsc3n2)nc2ccccc12	.	3	3	.	-72	-3	.	.
COc1ccc(-c2cc3c(c4c2ccn4C)C2CCC3C2)cc1 (centres undefined)	4	11	-6	-3	-36	-9	7	0
Cc1cc(=O)oc2cc(OCC(=O)Nc3ccc4[nH]c(=O)[nH]c4c3)ccc12	3	1	-13	-2	-1	-20	-3	-1
O=S1(=O)CC(N2CCN(CCO)CC2)CN1Cc1cn(Cc2ccc(C(F)(F)F)cc2)nn1 (centres undefined)	.	-2	3	.	-4	4	-1	.
CCOc1ccc(NC(=O)C(C)Sc2nccn2C)cc1 (centres undefined)	.	6	-32	0	-10	-3	0	-1
Cc1ccc(CN(C(=O)C(F)(F)F)C(C(=O)NC2CCCCC2)c2ccco2)cc1 (centres undefined)	-25	-7	11	-3	.	.	.	.
COc1ccccc1/C=C/CN1CCC(CO)(Cc2ccccc2)CC1	6	-15	9	.	-5	7	-3	5
O=C(O)C1C2C=CC3(CN(C4CCCC4)C(=O)C13)O2 (centres undefined)	10	-10	-11	-5	-1	14	0	.
COC(=O)CCC(=O)NNC(=O)Cc1ccccc1	.	.	4	.	2	11	-1	6
COc1ccc(N2CCN(C(=O)/C=C/c3ccco3)CC2)cc1	-6	.	-23	0	3	-14	4	1
Nc1nc2c(ncn2[C@@H]2O[C@H](C(=O)N[C@@H](Cc3ccccc3)C(=O)NCc3ccccc3)[C@@H](O)[C@H]2O)c(=O)[nH]1	.	-5	2	.	5	-1	-15	2
CCCn1c(SCC(=O)Nc2cc(C)on2)n[nH]c1=O	-5	13	2	5	-1	-4	-4	0
Cn1c2ccccc2n2c(=O)c(Cl)c(-c3ccccc3)c(C#N)c12	1	4	-2	-7	.	4	.	.
CC(C)NC(=O)Nc1ccc2c(c1)CC(=O)N([C@@H](C)CO)C[C@@H](C)[C@@H](CN(C)S(=O)(=O)c1ccc(F)cc1)O2	-3	.	6	1	5	-3	-31	1
COc1cc(Cl)ccc1OCc1cc(C(=O)N(C)CC2CCCCO2)no1 (centres undefined)	19	0	-205	1	.	-43	-5	-7
CC(C)CC1Nc2ncnc(N3CCN(c4ccccn4)CC3)c2N(Cc2ccccc2)C1=O (centres undefined)	-8&-2	7&8	2	1&7	6&-59	3&-5	-8&4	4&0
Cc1c(Cl)cccc1NC(=O)CC(Cc1ccccc1)C(=O)O (centres undefined)	4	0	11	-2	-22	0	-3	2
(continued)
SMILES	PGC1a acetyl inh	FN deposition inh	PAX8 inh HTS	PglD DTNB	EWS-Fli block	LGR2 antag	S100A4 MyoIIA	ERAP1 HTS inh
O=C(N[C@H]1CC[C@H](CCNS(=O)(=O)c2ccc(F)cc2)O[C@H]1CO)C1CCOCC1	4	.	0	1	4	2	-14	-3
CCN(CC(=O)NCc1ccccn1)S(=O)(=O)c1cc(Cl)ccc1Cl	34	0	4	.	2	20	-1	-2
COc1ccc(CN2CC3(C2)CN(C(=O)CN(C)C)[C@@H](CO)c2[nH]c4cc(OC)ccc4c23)cc1	.	.	.	.	13	0	2	3
CN(C)C(=O)c1cccc(-c2ccc3c(c2)[C@H]2[C@H](CCN2C(=O)C2CC2)[C@@H](CO)N3)c1	8	7	8	1	7	4	78*	2
CCOC(=O)c1c(S(=O)(=O)NCC(=O)N2CCN(c3ccc(F)cc3)CC2)c(C)n(C)c1C	4	5	14	0	.	3	-1	-6
Cc1cc2nc(-c3nnnn3-c3c(C)cccc3C)c(=O)[nH]c2cc1C	.	-1	7	.	19	7	-3	.
CC(C(=O)NC(C)(C)C)N1C(=O)c2cccc3cccc(c23)C1=O (centres undefined)	.	7	25	.	-7	1	9	4
COc1ccc(S(=O)(=O)Nc2ccc3c(c2)CCC3)cc1	.	-2	10	.	-9	-15	0	7
C/C(CC(=O)N(C(C)C)C(C)C)=N\NC(=O)c1ccccc1Br	.	-3	0	-5	.	10	.	.
O=C(C(=O)N1CCN(c2ccccc2)CC1)c1ccco1	.	0	7	.	1	12	2	-2
COc1ccccc1N1CCN(C(=O)c2ccco2)CC1	.	4	-22	1	-18	0	-2	-3
CCCCn1c(N)c(N(CCOC)C(=O)c2ccc(NC3CC3)c([N+](=O)[O-])c2)c(=O)[nH]c1=O	.	6	6	.	3	-4	-1	2
CCN(C[C@H]1N[C@@](CC)(C(=O)OC)[C@H]2C(=O)N(C)C(=O)[C@@H]12)C(=O)c1ccc(C(C)(C)C)cc1	.	0	3	-1	2	9	-3	2
CCC(=O)N1CC(=O)N2[C@H](CO)[C@H](c3ccc(-c4cccnc4)cc3)[C@@H]2C1	0	.	-1	.	-3	-18	11	4
O=C(c1ccncc1)N1C[C@@H]2[C@H](c3ccccc31)[C@@H](CO)N2C(=O)c1ccncc1	9	.	-25	-2	3	2	-25	-2
CCCNC(=O)CN1C(=O)NC(CC)(c2ccc(F)cc2)C1=O (centres undefined)	.	-4	-5	3	-3	4	0	0
CO[C@@H]1CC[C@H]2CCOc3c(C#N)cccc3C(=O)N(C)C[C@H](c3ccccc3)CC(=O)N(C)C[C@@H]1O2	10	-12	-18	-1	-11	1	3	2
Cc1ccc(C(=O)N/N=C\c2sccc2C)cn1	.	.	-81	.	-30	8	1	-2
Cn1c(=O)[nH]c(=O)c2c1nc(N1CCCCC1)n2CC(O)COc1ccccc1 (centres undefined)	.	3	-4	2	0	12	2	0
CC(=O)Oc1ccc(/C=N/NC2=NS(=O)(=O)c3ccccc32)cc1	.	-3	15	7	-23	-7	-2	2
Cc1nnc(NC(=O)C2CCN(S(=O)(=O)c3ccc(F)c(Cl)c3)CC2)o1	.	1	-22	2	-1	-3	-8	6
CCOC(=O)C(Cc1ccccc1)NC(=O)CCc1nnc2ccc(N3CCCCC3)nn12 (centres undefined)	-7	11	10	1	5	-14	17	-1
C[C@H]1CCCCO[C@H](CN(C)S(=O)(=O)c2ccc(Cl)cc2)[C@@H](C)CN([C@@H](C)CO)C(=O)c2cc(NC(=O)Nc3ccc(C(F)(F)F)cc3)ccc2O1	5	-8	49	0	-5	3	.	.
C/C=C/C(=O)N1CC2(CC(c3cccc(NC(=O)CC(c4ccccc4)c4ccccc4)c3)=NO2)C[C@H]1C(N)=O (some centres undefined)	-2	-7	9	4	-8	16	1	0
CCCCN(C(=O)c1ccco1)c1c(N)n(CCC)c(=O)[nH]c1=O	.	-3	12	-3	-5	11	-3	2

In the list so far, two contain a tert-butyl group.
SMILES	PGC1a acetyl inh	FN deposition inh	PAX8 inh HTS	PglD DTNB	EWS-Fli block	LGR2 antag	S100A4 MyoIIA	ERAP1 HTS inh
CC(C(=O)NC(C)(C)C)N1C(=O)c2cccc3cccc(c23)C1=O (centres undefined)	.	7	25	.	-7	1	9	4
CCN(C[C@H]1N[C@@](CC)(C(=O)OC)[C@H]2C(=O)N(C)C(=O)[C@@H]12)C(=O)c1ccc(C(C)(C)C)cc1	.	0	3	-1	2	9	-3	2

Back to the main list, starting 2 compounds before the break.
SMILES	PGC1a acetyl inh	FN deposition inh	PAX8 inh HTS	PglD DTNB	EWS-Fli block	LGR2 antag	S100A4 MyoIIA	ERAP1 HTS inh
C/C=C/C(=O)N1CC2(CC(c3cccc(NC(=O)CC(c4ccccc4)c4ccccc4)c3)=NO2)C[C@H]1C(N)=O (some centres undefined)	-2	-7	9	4	-8	16	1	0
CCCCN(C(=O)c1ccco1)c1c(N)n(CCC)c(=O)[nH]c1=O	.	-3	12	-3	-5	11	-3	2
C[C@H]1CCCCO[C@@H](CN(C)S(=O)(=O)c2ccccc2)[C@@H](C)CN([C@@H](C)CO)C(=O)c2cc(N(C)C)ccc2O1	-1	.	39	1	1	6	-21	0
C/C=C/c1ccc(C2[C@H]3CNC[C@@H]2N3S(=O)(=O)Cc2ccccc2)cc1 (some centres undefined)	.	-6	.	.	.	1	-11	1
C[C@@H]1CN([C@@H](C)CO)C(=O)Cc2cc(NS(=O)(=O)c3cn(C)cn3)ccc2O[C@H]1CN(C)C(=O)NC1CCCCC1	4	-2	-14	-1	-6	-17	.	.
CCCNC(=O)C(Cc1cccc(OC)c1)NC(=O)c1ccc(C#N)cc1 (centres undefined)	1	-3	2	-2	-3	2	-3	.
c1ccc(OCCNc2ccn3nc(-c4ccccc4)cc3n2)cc1	19	3	-89	-3	-55	-109	0	1
COc1ccc2nc(NC(=O)C3CCN(C(=O)c4ccco4)CC3)sc2c1	.	2	-99	1	-61	-47	3	-2
O=C(NNC(=S)Nc1ccccc1)NNC(=S)Nc1ccccc1	5	0	-5	.	6	0	2	-4
CC1CCCCN1S(=O)(=O)c1ccc(C(=O)N(CCCN(C)C)c2nc3cc4c(cc3s2)OCO4)cc1 (centres undefined)	.	1	0	-2	.	14	-4	-2
CCCc1c(O)nc(SCC(=O)O)[nH]c1=O	.	-4	15	.	-9	-11	-38	6
COc1ccc(S(=O)(=O)Nc2c(C(=O)O)[nH]c3ccccc23)c(OC)c1	-12	0	28	-4	.	.	.	.
N#Cc1cnc(N)c(Br)c1	7	-6	-24	.	-10	20	11	-1
CC(=O)Nc1ccc(C=C(C#N)c2ccc(C)cc2)cc1	-2	3	-89	2	-71	-67	0	-4
CCC(=O)c1c(NC)cc(C)oc1=O	-9	-11	-26	.	2	-1	1	1
CCN(C(=O)c1ccco1)C1C2CC3CC(C2)CC1C3 (centres undefined)	.	3	-4	-3	5	8	-10	0
Cc1onc(-c2ccccc2)c1C(=O)N1CCCN2C(=O)c3ccccc3C21 (centres undefined)	7	-13	4	.	4	11	15	5
CCNc1nc(=S)nc(NCc2ccccc2)[nH]1	.	9	-1	.	-2	-26	-2	-2
Cc1ccccc1CNS(=O)(=O)c1c(C(=O)N2CCCCC2)c(C)n(C)c1C	4	0	7	3	.	16	2	-1
O=C(NCc1ccccc1)c1nncc(-c2ccccc2)n1	.	-26	-47	-2	-36	-11	3	-1
Cc1ccc(OCCNC(=O)c2cccc(S(=O)(=O)N3CCN(Cc4ccccc4)CC3)c2)cc1	-5	.	16	0	14	-5	-9	-1
COc1ccc(S(=O)(=O)Nc2ccc3c(c2)CC(=O)N([C@@H](C)CO)C[C@@H](C)[C@@H](CN(C)Cc2ccccc2)O3)cc1	-2	-10	0	0&-3	12&20	12	-5&-1	-2&0
